p53ts 32C kill: p53ts cell cytotoxicity, permissive temperature; Potency, µM (top dose mostly 46.1 µM), for the others: at the highest dose activity change, negative = cytotoxicity, actives largely listed as cytotoxic; 130,000 compounds, 0.93% hits; H1299-p53A138V at 32C, ATP luminescence viability, 24 h;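 also: 0% = DMSO and -100% = full killing by reference compound; nearly all actives have a fitted effect of over 55% in size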
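ATP-content luminescence (ATPlite) read-out after 24 h compound exposure at 32C in H1299-p53A138V cells (600/well). Tested up to 46 uM. Normalized to DMSO (0%) and 100 uM tamoxifen (100% killing); Hill-fit AC50.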
Imprint erasure: inducers of genomic imprint erasure in mouse ES cells. mouse ES Peg3-LacZ reporter, beta-gal luminescence, 40 h. Potency, µM (series often up to 60.7 µM), inactives show top-dose activity change, positive = activation, actives largely listed as activators. 110,000 compounds, 0.02% hits;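 also: 0% = negative control wells on the plate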
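Each well holds 300 Peg3LacZ-Neo (maternal) female ES cells incubated 40 h at 37C, 5% CO2. LacZ is measured by BetaGlo luminescence, with AC50 and maximum efficacy derived from dose-response curves.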
p53ts 39C tox: p53ts cell cytotoxicity, nonpermissive temperature; AID 902; Potency, µM (titrated, usually from 46.1 µM), for inactives: at the top dose activity change, negative = cell killing, most hits filed as cytotoxic; H1299-p53A138V viability at 39C, ATP luminescence, 24 h; 130,000 compounds, 1.5% hits; also: nearly all actives have a fitted effect of over 55% in size
IkB signaling: inhibitors of IkB signaling in ABC-DLBCL cells | ABC-DLBCL IkBa-CBG/CBR dual luciferase ratio, 4 h; response scale: scaled: untreated 0%, proteasome inhibitor 100% | AID 445 | Potency, µM (highest dose often 57.1 µM), inactives show top-dose IkBa stabilization activation | 110,000 compounds, 0.04% hits; active = well fitted curve in the direction sought with a large enough effect in the signal ratio, not every such curve was filed as active; inconclusive = small, poorly fitted or top-dose-only effect, or a change in a side signal; the % refers to the signal ratio;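 also: the direction sought is a rising ratio; 0% = basal untreated cells and 100% = reference inhibitor full response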
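Curves were fitted separately to fusion (green), unfused (red) and ratio luminescence, then classed by r2, magnitude and activity. Cells: OCI-Ly3, 4 h compound plus doxycycline at 37C; 10 uM MG-132 defined full response.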
Numbers without * were called inactive; ? = inconclusive; . = not tested or not shown; [ ] = dose if it differs, or a comment. Unless noted, calls follow the shape of the dose curve; as a rule, active = well fitted curve in the direction sought with a large enough effect; inconclusive = small, poorly fitted or top-dose-only effect, or another doubt; inactive = no such curve, though single readings can be large; an effect the other way counts as inactive or inconclusive. Unless noted, % is scaled to controls: 0 for no effect and ±100 for the full control effect; potency is read from the fitted curve at half-maximal effect.

Molecule,IkB signaling,p53ts 32C kill,p53ts 39C tox,Imprint erasure
CCCOc1ccc(C2=NNC(c3cccs3)=Nc3ccc(OC)cc32)cc1,.,1%,-4%,.
CCS(=O)(=O)n1nc(-c2ccco2)nc1NCc1ccc(C(C)C)cc1,?,-9%,-18%,-11%[10.9 µM]
CN(CC(=O)O)CC(=O)O,1.4%[11.4 µM],-4%[9.22 µM],-3%[9.22 µM],-4%[10.9 µM]
O=C(NCCc1ccc(Cl)cc1)c1ccc(CSCc2ccccc2Cl)o1,?,9%,1%,-12%[10.9 µM]
COc1ccccc1NC(NC(=O)c1ccco1)C(=O)c1ccccc1 (stereo not drawn),5.5%,4%,5%,-20%
FC(F)(F)c1ccc(Sc2nnc(-c3cccs3)n2CC2CCCO2)nc1 (stereo not drawn),0.5%,11%,3%,-7%
Cc1ccc(-c2nc(SCc3ccc(Br)cc3)n3[nH]c(=O)cc3n2)cc1,-3.2%,6%,15%,14%[10.9 µM]
CCN(CC)c1ccc2cc(NC(=O)CCC(=O)O)c(=O)oc2c1,?,?,13µM*,-14%
CCN(CC)S(=O)(=O)c1cc(C(=O)OC)ccc1Cl,-1.1%,-2%,2%,0%
Cc1ccc2c(C)c(C(=O)N(Cc3ccc(N(C)C)cc3)Cc3ccco3)oc2c1C,?,5%,11%,-16%[10.9 µM]
CCCn1c(=O)c(-c2ccccc2)c(O)c2ccccc21,0.1%,7%,11%,-2%
CCCCCSc1nnc(C)c(=O)[nH]1,-1.1%,-8%,-12%,-3%
Brc1ccc(-c2nc(N3CCN(c4ccccc4)CC3)c3ccccc3n2)cc1,0.1%,3%,6%,?
Cc1noc(C)c1S(=O)(=O)N1CCC(C(=O)N2CCC(C)CC2)CC1,-1.7%,-4%,8%,-10%
CC(=O)NCCNC(=O)CCCn1c(=O)[nH]c2ccsc2c1=O,-1.2%,-2%,15%,-1%[10.9 µM]
CCN(CCCNC(=O)c1cc2c(=O)[nH]c3ccc(C)cc3c2s1)Cc1ccccc1,?,13µM*,13µM*,-23%[10.9 µM]
Cc1cc(C(=O)Nc2cccc(C(F)(F)F)c2)c2c(C)nn(-c3cccc(F)c3)c2n1,?,24%,-8%,0%[10.9 µM]
CCn1nc(-c2ccccc2)c(-c2ccccc2)c(C(=O)Nc2ccc(S(N)(=O)=O)cc2)c1=O,1.8%,7%,-27%,1%[10.9 µM]
COc1ccc2cc(C(=O)CCC(=O)O)ccc2c1,-1.9%[11.4 µM],-25%[9.22 µM],-16%[9.22 µM],-10%[10.9 µM]
COc1ccc(Cn2c(SCc3ccc(C(=O)NCc4cccs4)cc3)nc3ccncc32)cc1,?,-1%,-21%,-12%[10.9 µM]
CCOC(=O)c1ccccc1NC(=O)c1ccc(N(C)S(C)(=O)=O)cc1,-0.7%,-7%,-12%,-6%
CCOc1ccc(C2C(=O)N(C3CCCCCC3)CC(=O)N2Cc2ccc(F)cc2)cc1OC (stereo not drawn),-0.6%,9%,-21%,-10%[10.9 µM]
CCN(CC)C(=O)N1CCN(C(=O)c2ccc(C)cn2)CC1,-0.8%,-1%,-5%,-7%
CC1Oc2ccccc2N(CC(=O)Nc2ccc3c(c2)OCCO3)C1=O (stereo not drawn),0.9%,4%,-4%,-3%
COc1ccc(OC)c(NC(=O)c2ccc(S(=O)(=O)N3CCN(C)CC3)cc2)c1,0.4%,-3%,-4%,-15%

Entries of single compounds, looked up by structure.
CCN(CC)S(=O)(=O)c1cc(C(=O)OC)ccc1Cl in the list: IkB signaling = -1.1%; p53ts 32C kill = -2%; p53ts 39C tox = 2%; Imprint erasure = 0%
CCCCCSc1nnc(C)c(=O)[nH]1 in the list: IkB signaling = -1.1%; p53ts 32C kill = -8%; p53ts 39C tox = -12%; Imprint erasure = -3%

Remaining list, next part
Molecule,IkB signaling,p53ts 32C kill,p53ts 39C tox,Imprint erasure
COc1ccc(-n2c(Cc3ccccc3)nnc2SCC(=O)N2CCCc3ccccc32)cc1,.,5%,21%,.
CC(=O)c1ccc(NC(=O)c2cc3c(=O)oc4ccc(C)cc4c3s2)cc1,-1.4%,2%,-13%,-6%[10.9 µM]
COc1cc(OC)cc(C(=O)Nc2nnc3n2CCS3)c1,?,9%,-20%,?
Cc1c(C(=O)NCCc2ccccc2)cccc1-n1cnc2cccnc21,0.3%,10%,-9%,-3%[10.9 µM]
O=C(CCn1c(=O)sc2ccccc21)NCc1ccco1,-0.6%,13%,10%,2%
CC1(C)S[C@@H]2[C@H](C(=O)O)N=C(Cc3ccccc3)N2[C@H]1C(=O)O,2.2%[11.4 µM],5%[9.22 µM],-3%[9.22 µM],-4%[10.9 µM]
OB(O)c1cc2ccccc2o1,.,-17%,-15%,-10%
CC(=O)N1c2ccc(S(=O)(=O)NCCC(=O)Nc3ccc(Br)c(C)c3)cc2CC1C (stereo not drawn),-0.8%,7%,6%,-11%[10.9 µM]
COc1ccc2[nH]cc(CCNc3ncncc3-c3ccc(C(=O)N(C)C)cc3)c2c1,-0.2%[11.4 µM],1%,1%,-8%
CCOCC(=O)Nc1ccc(-c2cn3cccnc3n2)cc1,-1.3%,-17%,-19%,-18%
Cc1ccc(-c2nc3sc(CCNC(=O)c4ccc(F)c(F)c4)c(C)n3n2)cc1,-1.7%,-11%,-11%,8%[10.9 µM]
CC(=O)Nc1ccc(C(=O)OC2CCOC2=O)cc1 (stereo not drawn),0.4%,-3%,-8%,-5%
COc1ccc(CN2C(=O)CN=C2Nc2cc(C)ccc2C)cc1,-1.2%,8%,5%,-8%
CCCCOC(=O)Cn1c(=O)c2c(nc3n2CCCCN3c2ccc(C)cc2)n(C)c1=O,2.5%,-5%,1%,-19%
COc1ccc(N(CC(=O)NCc2cccs2)S(=O)(=O)c2cccnc2)cc1,-2.3%,3%,7%,-13%
CCOC(=O)C1CCCN(CC(=O)N2CCCc3c2c(=O)oc2ccc(OCc4ccccc4)cc32)C1 (stereo not drawn),?,3%,0%,-8%[10.9 µM]
COc1ccccc1C1NC(=O)NC(C)=C1C(=O)OC1CCCCC1 (stereo not drawn),.,4%,20%,.
CS(=O)(=O)N(CCc1ccccc1)CC(N)=O,-1.4%,1%,3%,8%
CCc1c(C)sc(NC(=O)OC)c1C(=O)N1CCCCC1,-1.7%,8%,9%,-14%
CCOC(=O)c1c(CN2CCCCC2C)oc2ccc(OC)cc12 (stereo not drawn),-2.2%,-1%,6%,-18%
C=CCn1c(=O)c2c3c(sc2n2c(Nc4ccc(OC)cc4)nnc12)CCCC3,1.0%,19%,19%,-13%
Cc1ccnc(N2C(=O)OC(C)(C)C2(C)O)c1 (stereo not drawn),-2.2%,8%,0%,-7%
CCN1C(=O)c2n[nH]c(C(=O)OC)c2C1=O,0.8%,-20%,-8%,10%
Cc1cc(C(=O)O)ccc1[C@H](N)C(=O)O,0.5%,5%,0%,7%
NC(=O)Cn1c(=O)n(CCCCCC(=O)NCc2ccc3c(c2)OCO3)c(=O)c2sccc21,-1.6%,7%,13%,-3%[10.9 µM]
CCCc1ccc(OCc2nc(-c3ccc(NC(=O)c4ccco4)cc3)no2)cc1,-2.1%,-9%,3%,-15%
CCc1nnc(NC(=O)CSc2nnc(-c3ccc(O)cc3)n2-c2ccccc2)s1,0.8%,-2%,-4%,-6%
Cc1nc2c3ccccc3nc(NNC(=O)CCC(=O)O)n2n1,?,9%,22%,6%[10.9 µM]
O=C(CSc1nnc(-c2ccccc2F)o1)N1CCc2ccccc21,?,20%,-12%,-9%[10.9 µM]
CCCCNc1nc2ccccc2nc1NS(=O)(=O)c1cccs1,3.2%,-8%,7%,-4%
Cc1ccc(CNC(=O)c2cn(C)c3ccc(S(=O)(=O)N4CCOCC4)cc3c2=O)cc1,-1.9%,9%,-16%,-7%[10.9 µM]
Cc1ccc(CNC(=O)c2ccc3oc(=O)n(Cc4ccccc4)c3c2)cc1,?,-1%,-5%,7%[10.9 µM]
NC(=O)Cn1c(=O)n(CCCC(=O)NC2CCN(Cc3ccccc3)CC2)c(=O)c2ccccc21,-0.4%,-4%,14%,-10%
CCn1nnnc1SCC(=O)Nc1ccc(OC)cc1,.,-13%,-11%,.
CCn1c(SCc2ccccc2C)nc(=O)c2c(C(=O)OC)cc(C3CC3)nc21,?,25%,25%,-5%[10.9 µM]
CCN(CC)CCCNc1nc2ccccc2[nH]1,1.6%,6%,-10%,-14%
O=C(CSc1nnnn1-c1ccc2c(c1)OCCO2)c1cccc2c1OCCO2,?,1%,-3%,-5%
COC(=O)CSc1nnc(CNC(=O)c2ccco2)n1-c1ccc(F)cc1,4.4%,7%,-11%,-7%
CC(=O)c1c(C)[nH]c(C(=O)OCc2nnc(-c3ccccc3)o2)c1C,?,-18%,-15%,-12%
CCOC(=O)c1ccc(NC(=O)c2nccnc2C(=O)O)cc1,1.2%,6%,3%,-5%
Cc1cc(C)cc(C(=O)NCCc2csc(-c3ccc(C(F)(F)F)cc3)n2)c1,?,7%,-7%,?
CCCCCNC(=O)CCc1ccccc1,.,12%,15%,.
O=C1CCC(=O)N1CNc1ccc(Oc2ccccc2)cc1,-2.8%,8%,2%,-6%
CCNC(=O)c1c(NC(=O)COc2ccc(F)cc2)sc2c1CCCC2,-0.9%,1%,5%,7%[10.9 µM]
CCOC(=O)Nc1ccc(Oc2ccccc2)cc1,-0.4%,0%,-21%,-6%
CCC1CCc2nc3sc(C(=O)Nc4cccc(C(F)(F)F)c4)c(N)c3cc2C1 (stereo not drawn),7.7%,-14%,-12%,-14%[10.9 µM]
CCOc1ccc(N(CC)S(=O)(=O)N2CCCC(C(=O)NCCc3ccc(OC)cc3)C2)cc1 (stereo not drawn),?,7%,?,-15%[10.9 µM]
COCCOC(=O)c1[nH]c2c(c1C)C(=O)CC(c1ccccc1)C2 (stereo not drawn),1.2%,16%,4%,-21%
Cc1cccc(NC(=O)CN2C(=O)C(c3ccc(F)cc3)=NC23CCCCCC3)c1,?,14%,-20%,20%[10.9 µM]
COc1cc2oc(=O)c(CC(=O)NCCc3ccccc3)c(C)c2cc1Cl,0.4%,-5%,18%,-12%[10.9 µM]

Next compounds:
Molecule,IkB signaling,p53ts 32C kill,p53ts 39C tox,Imprint erasure
Cc1ccc(NC(=O)Nc2nnc(N(C)C3CCCCC3)s2)c(Cl)c1,0.6%,-10%,-2%,5%[10.9 µM]
COc1ccc(CNC(=O)CCS(=O)(=O)c2cc3c4c(c2)CCN4C(=O)CC3)cc1OC,-2.1%,0%,-10%,2%[10.9 µM]
O=C(Nc1nnc(S(=O)(=O)N2CCCCCC2)s1)c1ccccc1Cl,?,-1%,-26%,-17%[10.9 µM]
O=S(=O)(Nc1ccc2c(c1)nc1n2CCOC1)c1ccc(Cl)cc1,-0.5%,2%,-19%,-13%
CN(C)c1ccc(CNC(=O)Cn2ccc3cc(S(=O)(=O)N4CCCCCC4)ccc32)cc1,?,-6%,1%,-13%[10.9 µM]
COC(=O)C1=C(C)N(c2cccc3ccccc23)C(=O)C1,?,12%,8%,-13%
COc1ccc(NC(=O)C(C)NS(=O)(=O)c2ccccc2)cc1Cl (stereo not drawn),1.3%,0%,2%,-6%

Taken from above.
p53ts 32C kill result of COc1ccc(CNC(=O)CCS(=O)(=O)c2cc3c4c(c2)CCN4C(=O)CC3)cc1OC : 0%
p53ts 39C tox result of O=S(=O)(Nc1ccc2c(c1)nc1n2CCOC1)c1ccc(Cl)cc1 : -19%
Imprint erasure result of O=C(Nc1nnc(S(=O)(=O)N2CCCCCC2)s1)c1ccccc1Cl : -17%[10.9 µM]
p53ts 32C kill result of COC(=O)C1=C(C)N(c2cccc3ccccc23)C(=O)C1 : 12%

From PubChem BioAssay
